Source: PubChem BioAssay
AmpC inh detg = inhibitors of E. coli AmpC beta-lactamase with detergent | P00811 | AmpC hydrolysis of nitrocefin, absorbance 480 nm, 0.01% Triton | Potency, µM (top dose mostly 114 µM), for the others: at the highest dose activity change, negative = inhibition, actives largely listed as inhibitors | actives 0.041% (n = 370,000);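 further: potency means the concentration at half of the fitted maximal effect; 0% = no-compound wells and -100% = no-enzyme wells; nearly all actives have a fitted effect of over 25% in size; some results filed as inactive show a strong effect at the top dose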
Target sequence (P00811 whole entry, looked up): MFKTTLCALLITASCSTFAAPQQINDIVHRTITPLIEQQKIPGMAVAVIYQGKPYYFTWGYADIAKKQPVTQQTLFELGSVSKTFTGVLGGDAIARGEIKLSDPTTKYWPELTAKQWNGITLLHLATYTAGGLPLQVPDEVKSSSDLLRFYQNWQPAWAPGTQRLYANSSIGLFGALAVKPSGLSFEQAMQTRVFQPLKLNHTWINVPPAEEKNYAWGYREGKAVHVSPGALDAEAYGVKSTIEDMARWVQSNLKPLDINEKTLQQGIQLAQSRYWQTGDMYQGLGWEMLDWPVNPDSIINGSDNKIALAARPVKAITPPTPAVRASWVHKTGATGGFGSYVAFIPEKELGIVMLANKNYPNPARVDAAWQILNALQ
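AmpC (5.3 nM in the dispensed reagent) in 20 mM phosphate pH 7.0 with 0.01% (detergent screen) or 0.0001% Triton X-100 was preincubated with compounds for 15 min at room temperature. Nitrocefin was then added from an 800 uM solution, and hydrolysis was followed at 480 nm.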
AMA1-RON2 inh = disrupts binding of P. falciparum AMA1 to RON2. AlphaScreen AMA1-biotinylated RON2 peptide binding. Potency, µM (series often up to 58.2 µM), for inactives: top-dose activity change, negative = inhibition, actives largely listed as inhibitors. actives 0.2% (n = 360,000). AID 720542;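 further: potency means the concentration at half of the fitted maximal effect; 0% = vehicle wells and -100% = peptide control; nearly all actives have a fitted effect of over 45% in size; some results filed as inactive show a strong effect at the top dose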
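AMA1 (3D7) with his tag at 25 nM final met compounds first, then biotinylated RON2 peptide at 25 nM; detection used donor plus acceptor beads, 10 µg/mL apiece, read by AlphaScreen after 30 min at room temperature.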
CHX counter = counter-screen hit for Shiga toxin inhibitors, cycloheximide; cell reporter, cycloheximide protein synthesis inhibition counterscreen; max response, %; actives 12% (n = 300,000); AID 2314; in the data active means max response mostly above about 13%, no sharp cut-off; inactive means mostly below about 14%; further: read at 38.3 µM for the half of the compounds with a filed dose; 0% is about no effect
HCMV inh = human cytomegalovirus inhibition | HFF cells, HCMV-luciferase reporter, 72 h; stronger effect = lower value | activity change, negative = inhibition, % at 57.5 µM | actives 4.5% (n = 410,000) | AID 1259415; in the data active means activity change below about -60%; inconclusive means no clear call, values can overlap the other calls; inactive means above about -39%; further: on the % scale 0 is the no-effect control and ±100 the full control effect
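Screen run at 2 compound doses on HFFs infected with reporter HCMV, MOI 1 PFU/cell. Luciferase activity from cell lysates at 72 h post infection gave inhibition relative to buffer-only and Salinomycin wells.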
AmpC no deterg = inhibitors of E. coli AmpC beta-lactamase without detergent | P00811 | AID 485341 | AmpC nitrocefin hydrolysis, absorbance 480 nm, 0.0001% Triton | Potency, µM (highest dose often 57.1 µM), inactives show top-dose activity change, negative = inhibition, most hits filed as inhibitors | actives 0.52% (n = 330,000);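 further: potency means the concentration at half of the fitted maximal effect; plate controls were no compound for no effect and no enzyme for full effect; nearly all actives have a fitted effect of over 20% in size; some results filed as inactive show a strong effect at the top dose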
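AmpC (5.3 nM in the dispensed reagent) in 20 mM phosphate pH 7.0 with 0.01% (detergent screen) or 0.0001% Triton X-100 was preincubated with compounds for 15 min at room temperature. Nitrocefin was then added from an 800 uM solution, and hydrolysis was followed at 480 nm.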
Shiga inhibitor = blocks Shiga toxin action in Vero cells; Vero cells, Shiga toxin protein synthesis inhibition reporter; actives 9.2% (n = 290,000); inhibition, % at 38.7 µM; AID 2315; in the data active means inhibition mostly above about 28%, no sharp cut-off; inactive means mostly below about 43%; further: 0% is about no effect
Giardia FBPA inh = inhibitors of Giardia lamblia fructose-1,6-bisphosphate aldolase. purified Giardia FBPA. AID 2451. actives 0.71% (n = 290,000). Potency, µM (titrated, usually from 59.6 µM), inactives show at the highest dose activity, negative = inhibition, usual class: inhibitors; further: potency means the concentration at half of the fitted maximal effect; on the % scale 0 is the no-effect control and ±100 the full control effect; nearly all actives have a fitted effect of over 55% in size
Target sequence (A8B2U2 whole entry, looked up): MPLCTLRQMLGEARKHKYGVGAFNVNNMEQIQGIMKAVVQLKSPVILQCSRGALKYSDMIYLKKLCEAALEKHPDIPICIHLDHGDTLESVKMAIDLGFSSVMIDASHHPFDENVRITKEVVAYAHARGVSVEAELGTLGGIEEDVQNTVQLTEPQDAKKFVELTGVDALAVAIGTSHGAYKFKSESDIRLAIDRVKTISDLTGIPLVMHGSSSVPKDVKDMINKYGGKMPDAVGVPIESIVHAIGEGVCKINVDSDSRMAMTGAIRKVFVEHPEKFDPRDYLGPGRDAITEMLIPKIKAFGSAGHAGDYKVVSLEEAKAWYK
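40 nM FBPA preincubated 10 min at RT with compound (up to 57.5 uM final), then substrate plus GAPDH/TPI/NAD/arsenate coupling and diaphorase/resazurin added. Fluorescence read after 20 min at RT, 525/598 nm.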
Numbers without * were called inactive; ? = inconclusive; · = no result given; [ ] = dose if it differs, or a comment. Unless noted, the call rests on the fitted dose curve; in most records, active means well fitted curve in the direction sought with a large enough effect; inconclusive means small, poorly fitted or top-dose-only effect, or another doubt; inactive means no such curve, though single readings can be large; an effect the other way counts as inactive or inconclusive.

SMILES	AmpC inh detg	AMA1-RON2 inh	CHX counter	HCMV inh	AmpC no deterg	Shiga inhibitor	Giardia FBPA inh
CC1CN(c2ccc([N+](=O)[O-])c(N3CCCCC3)c2)CCN1 (stereo unspecified)	1%	-9%	1	-9	2%	-5	-5%
Cc1ccc(N2CS(=O)(=O)/C(=C/N(C)C)C2=O)cc1	5%	-6%	38*	45	-6%	77*	-1%
CC(C)C(NC(=O)Cc1ccccc1)C(=O)N1CCN(c2cccc(Cl)c2)CC1 (stereo unspecified)	8%	-10%	·	-101*	22%	·	·
CCC(C)(C(=O)NC1CCCC1)N(Cc1cccs1)C(C)=O (stereo unspecified)	?	-3%	2	-10	-3%	21	0%
S=c1[nH]nc(-c2ccncc2)n1/N=C/c1cn(-c2ccccc2)nc1-c1ccccc1	11%	67%[activator]	8	17	-18%	-2	-3%
O=S(=O)(c1ccccc1)C(/C=N\O)/C=C/c1ccccc1 (stereo unspecified)	3%	1%	16	21	-44%	-6	-9%
O=C1C(=O)N(CCCN2CCOCC2)C(c2ccc(Cl)cc2)/C1=C(\O)c1ccc2c(c1)OCCO2 (stereo unspecified)	0%	0%	-4	52	-7%	35	·
O=C(N=C1SC2CS(=O)(=O)CC2N1c1ccc(F)cc1)C1CCCCC1 (stereo unspecified)	9%	-6%	-3	-19	25%	-7	·
c1ccc(CCCOCCC2CO2)cc1 (stereo unspecified)	?	·	-1	·	-9%	-5	6%
O=C(CS(=O)(=O)c1cn(CC(=O)N2CCOCC2)c2ccccc12)Nc1ccccc1F	6%	1%	1	6	9%	-2	·
CCOc1cc(S(=O)(=O)n2nc(C)cc2C)ccc1F	-8%	7%	-5	-21	0%	-6	-2%
CCN(C(=O)CN1C(=O)S/C(=C\c2ccc(Cl)cc2)C1=O)C1CCS(=O)(=O)C1 (stereo unspecified)	-11%	13%	-2	?	10%	-11	0%
COC(=O)C(C)Sc1nnc(SC(C)C(=O)OC)s1 (stereo unspecified)	-12%	-2%	6	-7	-10%	-10	0%
COc1ccc(NC(=O)c2c3c(nc4ccccc24)CCC3)cc1S(=O)(=O)N1CCOCC1	?	-11%	-2	51	0%	-6	-11%
O=S(=O)(NCc1cccs1)c1ccc(Cl)s1	2%	1%	0	-33	-25%	-8	10%
CC(Sc1nnc2n1CCCCC2)C(=O)Nc1ccccc1[N+](=O)[O-] (stereo unspecified)	·	2%	·	-14	4%	·	·
CCC1(c2ccc(F)cc2)NC(=O)N(CC(=O)c2cc(C)n(C3CC3)c2C)C1=O (stereo unspecified)	?	-6%	·	-11	13%	·	·
CC(=O)c1ccc(OC(C)C)c(CSc2nc(O)cc(=O)[nH]2)c1	-14%	-4%	-2	-7	?	-4	1%
Cc1ccc(C(C)c2c(C)c([N+](=O)[O-])cc(C)c2[N+](=O)[O-])cn1 (stereo unspecified)	?	-2%	-4	-30	20%	-3	6%
COc1ccc(S(=O)(=O)N2CCCC2C(=O)NCc2ccccc2Cl)cc1 (stereo unspecified)	-1%	2%	-5	?	5%	-11	5%
O=C(CN1C(=O)CNC1=O)Nc1ccc(Cl)cc1	3%	-6%	-5	0	-11%	-6	1%
O=C(O)c1cc(S(=O)(=O)O)ccc1O	-1%	2%	-3	-10	?	9	4%
O=C(CNc1cccc(S(=O)(=O)N2CCOCC2)c1)Nc1cccc(Br)c1	-12%	-14%	·	-29	-41%	·	·
COC(=O)C(CCCN1C(=O)c2ccccc2C1=O)(NC(C)=O)c1nn[nH]n1 (stereo unspecified)	8%	8%	-4	31	-20%	-18	-2%
Nc1cc(F)ccc1N1CCCCCC1	-7%	-3%	12	-31	5%	-10	-27%
Cc1ccc(NC(=O)CCn2nc([N+](=O)[O-])cc2C)nc1	?	-8%	-1	?	-4%	1	0%
CC(=O)N1CCC(C(=O)NCCOc2cccc(C)c2)CC1	?	10%	-7	22	-12%	1	-12%
Cc1ccccc1-c1ccc(Nc2ccc(N3CCOCC3)cc2)nn1	-6%	?	29*	·	11%	26	-30%
CCOC(=O)c1cc2sccc2n1CC(=O)N1c2ccccc2CC1C (stereo unspecified)	13%	4%	-4	?	-19%	29	-2%
Cc1c(C=O)c2ccccc2n1CCOc1ccccc1F	-12%	-3%	-2	?	31%	-9	-6%
Cc1cccc(OCCCCn2c(CO)nc3ccccc32)c1	-12%	26%	-3	4	61%[activator]	-5	8%
Cc1cc(C)nc(NS(=O)(=O)c2ccc(NC(=O)C(C)C)cc2)n1	?	-23%	-1	-7	-15%	·	-5%
Cc1noc(C)c1S(=O)(=O)Nc1ccc2c(c1)C(=O)N([C@H](C)CO)C[C@@H](C)[C@@H](CN(C)Cc1ccc3c(c1)OCO3)O2	·	8%	·	1	209%[activator]	·	·
COCc1cc(C)n(CC(=O)OC)c(=O)c1C#N	0%	3%	1	7	-8%	-8	2%
COc1cc(/C=C/C(=O)NC(=O)c2ccccc2O)ccc1O	2%	-2%	-2	·	17%	-22	·
Cc1ccc(S(=O)(=O)NCC(=O)NCC(=O)NCCc2ccccc2F)cc1C	?	-9%	·	?	37%	·	·
O=C(OCc1nnc(-c2ccc(Cl)cc2)o1)c1ccncc1	?	36%[activator]	5	16	-19%	21	12%
CCOCCCNC(=O)C(NC(=O)c1ccc(NC(C)=O)cc1)c1ccc(Cl)cc1 (stereo unspecified)	-10%	-21%	1	-63*	3%	-13	0%
CCN1CCN(C(=O)COCc2cc(-c3ccc4c(c3)OCO4)on2)CC1	1%	9%	22*	-36	7%	27	·
CC(C)C(NS(=O)(=O)c1ccccc1)C(=O)OCC(=O)NNC(=O)c1ccccc1 (stereo unspecified)	?	74%[activator]	·	8	-17%	·	·

4 consecutive records out of the list so far, quoted:
SMILES	AmpC inh detg	AMA1-RON2 inh	CHX counter	HCMV inh	AmpC no deterg	Shiga inhibitor	Giardia FBPA inh
Cc1cccc(OCCCCn2c(CO)nc3ccccc32)c1	-12%	26%	-3	4	61%[activator]	-5	8%
Cc1cc(C)nc(NS(=O)(=O)c2ccc(NC(=O)C(C)C)cc2)n1	?	-23%	-1	-7	-15%	·	-5%
Cc1noc(C)c1S(=O)(=O)Nc1ccc2c(c1)C(=O)N([C@H](C)CO)C[C@@H](C)[C@@H](CN(C)Cc1ccc3c(c1)OCO3)O2	·	8%	·	1	209%[activator]	·	·
COCc1cc(C)n(CC(=O)OC)c(=O)c1C#N	0%	3%	1	7	-8%	-8	2%

Given as comma-separated lines: entries from further up.
smiles,AmpC inh detg,AMA1-RON2 inh,CHX counter,HCMV inh,AmpC no deterg,Shiga inhibitor,Giardia FBPA inh
COC(=O)C(CCCN1C(=O)c2ccccc2C1=O)(NC(C)=O)c1nn[nH]n1 (stereo unspecified),8%,8%,-4,31,-20%,-18,-2%
Nc1cc(F)ccc1N1CCCCCC1,-7%,-3%,12,-31,5%,-10,-27%

Other structures follow:
SMILES	AmpC inh detg	AMA1-RON2 inh	CHX counter	HCMV inh	AmpC no deterg	Shiga inhibitor	Giardia FBPA inh
COc1ccc2c(c1)c(=O)oc1cc(OCC(=O)N3CCc4ccccc4C3)ccc12	1%	-16%	-2	-24	-26%	-23	-5%
Cc1ccc2[nH]c3c(c2c1)CCCC3NC(=O)CCl (stereo unspecified)	?	-11%	-2	·	30%	·	-7%
O=C(NCc1cccs1)Nc1cccs1	12%	47%[activator]	38*	31	-36%	33*	-5%[12.9 µM]
CCOC(=O)c1ccc(N2C(=O)CC(N3CCN(C/C=C/c4ccccc4)CC3)C2=O)cc1 (stereo unspecified)	-11%	5%	-4	-27	143%[activator]	-6	7%
CCN(CC)CCN=Cc1c(O)n(CCC2=CCCCC2)c(=O)[nH]c1=O	-11%	62%[activator]	-2	-3	-12%	-5	4%
CCN1CCN(C(=O)CS(=O)Cc2nc(-c3ccc(OC)cc3)oc2C)CC1 (stereo unspecified)	-4%	15%	0	9	11%	-12	2%
C=CCOc1ccc(CNn2cn[nH]c2=S)cc1OC	-1%	4%	0	39	-21%	-3	4%
COc1ccc(S(=O)(=O)N(CCC(N)=O)Cc2ccco2)cc1OC	-6%	6%	-2	-19	-6%	-10	2%
CCc1c(C)nc(N)nc1OCC(F)(F)C(F)F	?	4%	11	41	-8%	0	-3%
NC(=O)C1CCN(C(=O)/C(=C/c2ccco2)NC(=O)c2ccccc2)CC1	4%	-9%	-1	-21	0%	-19	5%
O=C(CSc1nccn1Cc1ccccc1)NCc1ccccc1	4%	-6%	6	57	-26%	49	1%
Cc1cc2nc(N3C(=O)CNC3=S)sc2cc1C	-6%	-6%	23*	107	-50%	20	-3%
Cc1ccc(CNS(=O)(=O)c2ccc3c(c2)n(C)c(=O)c(=O)n3C)cc1	-1%	13%	-5	?	0%	-6	-1%
CCOC(=O)N1CCN(C(=O)C2CCN(S(=O)(=O)N3CCCC3)CC2)CC1	-16%	-1%	-2	-2	-1%	-6	-1%
C=CCNCCOCCSc1ccc(Cl)cc1	-6%	7%	-4	24	-1%	-6	-24%
O=C(COc1ccc2ccccc2c1)N[C@@H](C(=O)O)c1ccc(O)cc1	-7%	-7%	-1	59	-18%	-6	-4%
Cc1nc(NC(=O)CSc2nc3ccccc3s2)sc1C(=O)N(C)C	?	10%	14	16	30%	-4	-23%
Cc1ccc(S(=O)(=O)N2CCC(C(=O)NCCc3ccc(S(N)(=O)=O)cc3)CC2)cc1	-6%	3%	-5	-27	-6%	-11	8%
O=C(NCCN1CCCCC1)Nc1ccccc1F	7%	2%	2	-13	-5%	-2	-3%
COc1ccc(OCCC(=O)OCC(=O)NCCc2ccccc2)cc1	1%	-11%	14	-32	-2%	-7	1%
CN(C)S(=O)(=O)n1cnc2ccccc21	-1%	13%	1	-33	-4%	-5	-6%
COc1ccccc1NC(=O)c1ccc(NC(=O)c2ccco2)cc1	1%	5%	6	?	-24%	43*	0%
COc1ccc(CN2C(=NC(=O)C3CCCO3)SC3CS(=O)(=O)CC32)cc1OC (stereo unspecified)	-1%	0%	-7	10	-18%	-7	·
CCN(CC(=O)Nc1c(F)cccc1F)C(=O)c1ccc2c(c1)OCO2	4%	25%	·	61	0%	·	·
COC(c1ccccc1)c1nnc(CCC(=O)NC2CCCCC2)o1 (stereo unspecified)	3%	6%	17*	-32	11%	26	4%
CCn1nc(C(=O)Nc2cccc(S(=O)(=O)N3CCCC3)c2)c2ccccc2c1=O	0%	-3%	·	1	40%	·	·
CC(=O)c1cccc(NC(=O)C(OC(=O)/C=C/c2ccc3c(c2)OCO3)c2ccccc2)c1 (stereo unspecified)	-8%	-13%	13	9	-33%	33	3%
COc1ccc(Oc2ncnc3c2ncn3Cc2ccccc2)cc1	-1%	4%	20	35	·	40	5%
CC(=O)Nc1ccc(NC(=O)CCc2nc3sc4c(c3c(=O)[nH]2)CCCC4)cc1	-11%	-8%	·	-33	-13%	·	·
CCc1nnc(NC(=O)C2Cc3ccccc3CN2S(=O)(=O)c2c(C)c(C)cc(C)c2C)s1 (stereo unspecified)	-4%	24%	18	72	-27%	55	-14%
